A3G deaminase: APOBEC3G DNA deaminase inhibitors, primary screen, biochemical, fluorescence, single-stranded DNA substrate, uHTS | AID 493012, 2011 | recombinant A3G, ssDNA deamination FAM/TAMRA fluorescence | hit rate 0.28% among 330,000 | inhibition, % at 20 µM | DNA dC->dU-editing enzyme APOBEC-3G (Homo sapiens), Q9HC16;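 active = inhibition of at least 40% at 20 µM, with no more than 30% in the related APOBEC3A deaminase screen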;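 also: plate controls were DMSO wells with A3G for no effect and wells lacking A3G enzyme for full effect; some compounds called inactive have numbers as strong as hits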
Target sequence (Q9HC16 whole entry, looked up): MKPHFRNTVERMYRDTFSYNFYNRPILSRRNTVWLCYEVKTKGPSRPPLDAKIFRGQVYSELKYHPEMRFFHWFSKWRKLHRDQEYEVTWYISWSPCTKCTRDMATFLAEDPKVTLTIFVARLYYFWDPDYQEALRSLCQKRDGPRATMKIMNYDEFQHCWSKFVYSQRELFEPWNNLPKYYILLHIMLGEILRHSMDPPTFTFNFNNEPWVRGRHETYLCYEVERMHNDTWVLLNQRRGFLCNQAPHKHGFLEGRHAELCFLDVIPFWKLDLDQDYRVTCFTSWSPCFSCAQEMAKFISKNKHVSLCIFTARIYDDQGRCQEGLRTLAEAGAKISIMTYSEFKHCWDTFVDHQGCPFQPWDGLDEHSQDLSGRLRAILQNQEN
beta cell repl: inducers of MIN6 beta-cell proliferation, primary screen, ATP luminescence, uHTS; MIN6 cells proliferation, ATPlite luminescence, 48 h; cells starved in 0.2% serum; 100% = growth in 10% serum; proliferation, % at 10 µM; hit rate 0.29% among 330,000; AID 2380, 2010;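 active = compounds whose signal lies at least 3.5 SD above the mean of all wells on their plate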;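 also: 0% = DMSO-treated cells in low-serum medium and 100% = 10% serum control; some compounds called inactive have numbers as strong as hits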
ATG4B inh: ATG4B protease inhibitors, primary screen, biochemical, fluorescence, uHTS | Cysteine protease ATG4B (Homo sapiens), Q9Y4P1 | ATG4B cleavage of LC3-PLA2, NBD-HPC fluorescence, 1 h | inhibition, % at 8.33 µM | hit rate 0.51% among 340,000 | AID 504462, 2011; in the data active = inhibition above about 40%
Target sequence (Q9Y4P1 whole entry, looked up): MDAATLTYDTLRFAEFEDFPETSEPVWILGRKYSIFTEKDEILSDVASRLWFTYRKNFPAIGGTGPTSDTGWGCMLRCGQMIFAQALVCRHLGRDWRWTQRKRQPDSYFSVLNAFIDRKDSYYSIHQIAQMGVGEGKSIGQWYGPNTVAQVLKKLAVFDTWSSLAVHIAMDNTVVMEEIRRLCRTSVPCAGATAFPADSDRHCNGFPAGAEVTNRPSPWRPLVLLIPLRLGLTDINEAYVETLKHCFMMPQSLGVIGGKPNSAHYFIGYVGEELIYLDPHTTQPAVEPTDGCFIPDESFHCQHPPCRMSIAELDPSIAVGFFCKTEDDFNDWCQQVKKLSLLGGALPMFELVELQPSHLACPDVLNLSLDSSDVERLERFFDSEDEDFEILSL
APOBEC3A inh: APOBEC3A ssDNA deaminase inhibitors, primary screen, selectivity assay for APOBEC3G inhibitor project, biochemical, FAM/TAMRA oligo cleavage fluorescence; recombinant A3A, FAM/TAMRA ssDNA deamination fluorescence; inhibition, % at 20 µM; hit rate 0.41% among 330,000;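 active = at least 40% inhibition at 20 µM here, with at most 30% in a related deaminase screen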;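 also: plate controls were A3A with DMSO for no effect and wells lacking A3A enzyme for full effect; some results filed as inactive read as strong as hits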
Target sequence (P31941 whole entry, looked up): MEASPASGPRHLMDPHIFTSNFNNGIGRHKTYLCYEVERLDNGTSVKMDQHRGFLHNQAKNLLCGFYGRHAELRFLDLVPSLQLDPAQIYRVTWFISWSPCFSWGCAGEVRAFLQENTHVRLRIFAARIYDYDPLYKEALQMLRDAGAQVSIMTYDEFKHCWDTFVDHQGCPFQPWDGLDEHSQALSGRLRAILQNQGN
mIAP inh: inhibitors of mouse IAP, primary screen, biochemical, luminescence, uHTS | purified mouse IAP, CDP-Star luminescence, 30 min | inhibition, % at 10 µM | intestinal alkaline phosphatase [Mus musculus] | hit rate 0.2% among 330,000;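 active = inhibition of at least 40% at 10 µM in the primary screen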;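 also: plate controls were DMSO with enzyme for no effect and no enzyme wells for full effect; values of inactives mirror those of a sister screen read the other way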
hIAP act: human IAP activators, primary screen, biochemical, luminescence, uHTS | hit rate 0.16% among 330,000 | purified human IAP, CDP-Star luminescence, 30 min; hits give high values; 1 = vehicle-only enzyme, 0 = enzyme-free background | Intestinal-type alkaline phosphatase (Homo sapiens), P09923 | activation factor at 10 µM;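 active = activation factor of the enzyme at least 2-fold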; also: the source names both 10 and 20 µM as test concentration; values of inactives mirror those of a sister screen read the other way
MPTP inh: mitochondrial permeability transition pore inhibitors, primary screen, biochemical, isolated mouse mitochondria, absorbance. AID 602449, 2012. Ca2+ swelling absorbance, 30 min. inhibition, % at 10 µM. hit rate 1.4% among 360,000;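 active = inhibition of 50% or more, scaled per plate between neutral and stimulator controls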;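 also: 0% = DMSO wells given calcium and 100% = 1 mM EGTA wells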
hIAP inh: human IAP inhibitors, primary screen, biochemical, luminescence, uHTS. inhibition, % at 10 µM. AID 2544, 2010. hit rate 0.12% among 330,000. purified IAP, CDP-Star luminescence, 30 min. Intestinal-type alkaline phosphatase (Homo sapiens), P09923;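 active = inhibition reaching a set limit with compound at 10 µM in the primary screen, cut at about 35% in these data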;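 also: plate controls were DMSO wells with enzyme for no effect and no-enzyme buffer wells for full effect; values of inactives mirror those of a sister screen read the other way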
mIAP activ: activators of mouse IAP, primary screen, biochemical, luminescence, uHTS. intestinal alkaline phosphatase [Mus musculus]. muIAP, CDP-Star luminescence, 30 min; hits give high values; 1 = vehicle-only enzyme signal, 0 = enzyme-free wells. activation factor at 10 µM. hit rate 0.24% among 330,000;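 active = activation factor of at least 2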; also: the source names both 10 and 20 µM as test concentration; values of inactives mirror those of a sister screen read the other way
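Assay system: mouse IAP enzyme; reagent: chemiluminescent substrate CDP-Star; dosing: test compounds delivered from DMSO solution; schedule: 30 min at room temperature; measured by: luminescence from enzymatic CDP-Star hydrolysis; controls: DMSO-only wells and no-enzyme negative control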
The depositor's hits bear a star.

Values run as follows: A3G deaminase	beta cell repl	ATG4B inh	APOBEC3A inh	mIAP inh	hIAP act	MPTP inh	hIAP inh	mIAP activ
> O=C(Cn1cnc2c(nnn2Cc2ccc(F)cc2)c1=O)Nc1ccccc1
    -7	-3	-6	1	-6	0.95	1.4	5	1.1
> NNc1nc2c(F)cc(F)cc2s1
    2	0	4	-4	18	0.92	0.4	8	0.82
> O=S1(=O)[C@H]2C[C@@H]3CC[C@]2(CN1Cc1cccc(F)c1)O3
    -6	-2	-11	0	7	0.98	-0.5	2	0.93
> Cc1nn(C)c(C)c1CN(C)C(=O)c1cc2n(n1)C(C(F)(F)F)CC(c1cccs1)N2 (stereo not given)
    0	1	-7	0	-5	1.1	24	-12	1
> COc1cccc(CNC(=O)CCC2CCCN(C(=O)c3ccccc3N(C)C)C2)c1 (stereo not given)
    27	-3	2	-5	2	1.1	1.3	-10	0.97
> COc1cc(C(=O)NNC(=O)c2ccccc2OCc2c(C)noc2C)cc(OC)c1OC
    -6	-4	-5	-2	3	1	-0.1	-3	0.97
> Cc1ccc(NC(=O)COC(=O)c2ccccc2-c2nc3ccccc3s2)c(C)c1
    -7	-1	14	-2	5	0.93	3.8	7	0.95
> Cn1c(=O)c2c(nc(NCCCO)n2CCc2ccccc2)n(C)c1=O
    -3	-1	-14	-4	2	1	-1.9	-4	0.97
> Cc1cc(NS(=O)(=O)c2ccc(NC(=O)COc3ccccc3Cl)cc2)no1
    -11	1	-4	-3	-2	0.98	1.0	2	1
> O=C(Nc1ccc(F)cc1)c1ccc2c(=O)n(CC3CCCO3)c(=S)[nH]c2c1 (stereo not given)
    -7	-2	3	-3	4	1.1	2.7	-13	0.96
> CCc1nc2c(nnn2Cc2ccc(F)cc2)c(=O)[nH]1
    -7	-2	-7	0	4	1	-0.4	-4	0.96
> Cc1ccc(C(=O)N2CCN(S(=O)(=O)c3ccc(C)c([N+](=O)[O-])c3)C2)cc1
    -3	3	-11	-2	2	1.1	-1.5	-6	0.98
> NCCCC[C@@H](C(=O)NCCCCCCCCCCC(=O)N1CCNCC1)n1cc(CCCC(=O)O)nn1
    -1	0	-8	2	5	0.87	-0.6	13	0.95
> CN(C)c1ccc(Nc2cc(Cl)ncn2)cc1
    -4	-1	-3	-10	-9	1.2	-0.2	-25	1.1
> COc1ccc(S(N)(=O)=O)cc1C(=O)NCCCN1CCN(c2ccc(C)cc2)CC1
    0	1	-5	1	-3	1.1	-6.6	-11	1
> COc1ccc2cc(CCNC(=O)c3cc4ccccc4o3)c(=O)[nH]c2c1
    -10	-4	-16	-1	1	0.88	-1.9	12	0.99
> Cc1cn2c(=O)c(C(=O)N3CCN(c4ccccc4)CC3)cnc2s1
    2	1	2	0	-4	1	-0.2	0	1
> CN(C(=O)c1ccc(NC(=O)Cc2ccccc2)cc1)c1ccccc1
    0	-4	0	1	-2	0.97	-0.1	3	1
> Cc1ccc(-c2cc3nc4c(c(=O)n3[nH]2)CCCC4)cc1
    -4	-4	-3	-2	-12	1.1	-0.6	-14	1.1
> COc1c2c(c(C)c3c1C(=O)OC3)O[C@@]1(C)CC[C@@]3(O)C(C)(C)OC(=O)CC[C@]3(C)[C@H]1C2
    1	-5	-8	9	16	0.97	-0.4	3	0.84

One compound at a time, as listed above. Screens in order: A3G deaminase | beta cell repl | ATG4B inh | APOBEC3A inh | mIAP inh | hIAP act | MPTP inh | hIAP inh | mIAP activ
NCCCC[C@@H](C(=O)NCCCCCCCCCCC(=O)N1CCNCC1)n1cc(CCCC(=O)O)nn1 is entered as -1 | 0 | -8 | 2 | 5 | 0.87 | -0.6 | 13 | 0.95
O=C(Nc1ccc(F)cc1)c1ccc2c(=O)n(CC3CCCO3)c(=S)[nH]c2c1 (stereo not given) is entered as -7 | -2 | 3 | -3 | 4 | 1.1 | 2.7 | -13 | 0.96

Remaining list, next part.
Values run as follows: A3G deaminase	beta cell repl	ATG4B inh	APOBEC3A inh	mIAP inh	hIAP act	MPTP inh	hIAP inh	mIAP activ
> CCOC(=O)/C=c1\s/c(=C\c2ccc(C#N)cc2)c(=O)n1CC(=O)NCc1ccco1
    -4	1	-3	-1	-6	1	3.4	-2	1.1
> CSc1nnc(-c2ccco2)c(-c2ccco2)n1
    56	0	-1	84	46*	0.96	19	4	0.55
> CCNc1ccc(C(=O)OCC(=O)NC(C)c2ccccc2)cc1[N+](=O)[O-] (stereo not given)
    -6	0	4	-4	-2	1.3	-0.7	-35	1
> Cn1c(SCC(=O)N2CCCC2=O)nc2ccccc21
    -20	-2	-4	-6	-6	0.98	-3.6	2	1.1
> Cc1ccccc1N(Cc1nnc2n1CCCCC2)C(=O)Nc1ccccc1
    -6	-1	-1	-4	7	0.99	-0.9	1	0.93
> O=C(Nc1ccccc1F)c1ccc2ncsc2c1
    -3	-5	4	3	4	0.98	1.0	2	0.95
> COc1ccc(OC)c(N(CC(=O)N2CCC(C)CC2)S(=O)(=O)c2ccc(OC)c(OC)c2)c1
    -3	0	-9	-1	10	0.86	0.4	14	0.9
> COc1ccccc1N1CCN(S(=O)(=O)c2ccc3c(c2)oc(=O)n3C)CC1
    6	0	11	0	-3	1.1	1.5	-9	1
> CN1CCN(C(=O)C2=C[C@H](c3ccc(C(F)(F)F)cc3)C[C@H](OCc3ccc(CO)cc3)O2)CC1
    6	-8	-14	0	-15	0.89	-2.0	11	1.2
> Cc1cccc2nc(-c3ccccc3)nc(N[C@@H](CO)c3ccccc3)c12
    -9	-1	-1	-4	6	0.98	4.9	2	0.94
> CC(C)c1ccc(OCC(=O)Nc2cccc(C(=O)Nc3ccccc3C(=O)O)c2)cc1
    -8	-4	14	-1	11	1	19	-1	0.89
> CCOC(=O)c1c(C)n(C)c2ccc(OCC(O)CNC(CC)CO)cc12 (stereo not given)
    0	-1	-10	1	12	1.1	-4.5	-6	0.88
> O=C(NNC(=O)c1sc2cccc(Cl)c2c1Cl)NC1CCCCC1
    -5	-1	28	-10	-9	1.1	-4.0	-9	1.1
> Cc1ccc(NC(=O)c2ccc3c(c2)OCCO3)cc1S(=O)(=O)Nc1cccc(Cl)c1
    -4	0	-9	0	12	0.92	-1.9	8	0.88
> Cc1ccc(SCC(=O)NC(=O)c2ccccc2Br)c(C)c1
    -6	-2	5	0	3	1.2	-2.5	-22	0.97
> Cn1c(=O)c2c(nc(NC(Cc3ccccc3)C(=O)O)n2Cc2ccccc2)n(C)c1=O (stereo not given)
    -5	-3	-2	-4	4	0.98	1.3	2	0.96
> CC(C)(C)C(=O)NCCCc1ccccc1
    -3	-1	2	3	0	0.93	1.4	7	1
> COc1cc(-c2nnc(SCC(=O)N3CCCC3)o2)cc(OC)c1OC
    0	-3	-2	-1	-5	0.94	-2.2	6	1.1
> CSc1nnc(-c2ccc(S(=O)(=O)N3CCOCC3)cc2)n1CC1CCCO1 (stereo not given)
    -4	0	3	-2	4	1.1	1.1	-6	0.96
> COc1ccc2[nH]c3c(=O)n(N)c(C)nc3c2c1
    -7	0	-3	-2	4	0.93	-0.8	7	0.96
> CCOC(=O)c1sc(NC(=O)C(C)(C)C)cc1C
    -5	-4	0	1	-2	0.89	-1.6	11	1
> CN(C)C(/C=C/Nc1cccc(Br)c1)=C(C#N)C#N
    1	1	3	2	-10	1	-2.4	0	1.1
> C=C1CCN(c2ccc(C(=O)NCCC)cc2[N+](=O)[O-])CC1
    8	-4	-8	2	1	0.9	-0.6	10	0.99
> O=C(CNCC1CCCO1)NCc1ccco1 (stereo not given)
    -9	6	15	0	0	0.91	-1.6	9	1
> Cc1oc2c(CN3CCCCC3)c(O)ccc2c(=O)c1-c1ccc(Br)cc1
    -36	-4	-4	-3	-1	0.94	-0.4	6	1
> O=C(Nc1ccc2c(c1)C(=O)N(c1ccccc1)C2=O)C1CCCO1 (stereo not given)
    -5	-4	-2	0	5	0.9	2.7	10	0.95
> O=C(CN1C(=O)C2C3C=CC(C3)C2C1=O)Nc1ccc(C(=O)O)cc1 (stereo not given)
    -1	-4	-7	1	-2	1.1	-1.6	-8	1
> COC(=O)c1cnc(SCC(=O)c2ccccc2)n1C
    -7	-1	3	-3	2	1.1	0.9	-7	0.98
> CCC(C)NC(=O)c1ccccc1NS(=O)(=O)c1ccc(OC)c(OC)c1 (stereo not given)
    -6	0	6	-2	11	1.4	1.9	-40	0.89
> CCc1ccccc1N1C(=O)CN(Cc2cc(OC)c(OC)c(OC)c2)C1=S
    0	-6	3	-1	3	1	1.0	-3	0.97
> CC(C)(CO)Nc1ncnc2onc(-c3ccc(F)cc3)c12
    -9	2	0	-4	7	1.1	-1.6	-9	0.93
> Cc1cc(NC(C)c2ccccc2)n2ncc(-c3ccccc3)c2n1 (stereo not given)
    -5	-6	4	-1	-2	1.1	1.4	-7	1
> Nc1nc(=S)n(-c2ccccc2)[nH]1
    16	-3	-12	-2	-2	1	-0.6	0	1
> COc1ccc(C(=O)NN=C2CCCC2)c(OC)c1
    0	-3	0	-1	-2	0.9	0.6	10	1
> CCOC(=O)N1CCN(C(=O)CN(c2ccc(C)c(C)c2)S(=O)(=O)c2ccccc2)CC1
    -7	5	-18	-4	1	0.96	-0.5	4	0.99
> O=C(CC(c1ccccc1)c1ccccc1O)NCc1ccccc1Cl (stereo not given)
    -2	0	32	-2	-28	1	4.0	-2	1.3
> COc1ccc(N=Nc2c(N)n[nH]c2N)cc1
    5	-4	-3	5	8	1.2	0.5	-20	0.92
> CCOC(=O)/C=C/C(=O)OCC(=O)Nc1c(Cl)cccc1Cl
    26	1	-3	1	-4	0.99	-2.3	1	1
> CCOc1ccccc1Nc1cc(C)nc2ccc(C)cc12
    -4	-2	2	8	-7	1.1	17	-11	1.1
> COc1ccc2c(c1OC)C(=O)N1c3ccccc3C(=O)N(c3ccccc3)C21 (stereo not given)
    -3	-1	48*	0	-4	1.1	-0.2	-14	1
> Cn1c(=O)c2[nH]c(C3CCCC3)nc2n(C)c1=O
    -6	2	-6	1	1	1	-1.2	-2	0.99
> CC(C(=O)Nc1cccnc1)c1ccc([N+](=O)[O-])cc1 (stereo not given)
    -1	2	-2	-1	2	0.94	-0.4	6	0.98
> O=C1C=C(c2cnc3ccccc3c2)C[C@@H](c2ccc3c(c2)OCO3)C1
    -10	-2	-6	-1	7	0.97	0.0	3	0.93
> CC1(C)CC(=O)c2c(S(C)(=O)=O)sc(Br)c2C1
    5	-4	-5	2	-4	1	1.0	0	1
> CC1(C)Cc2c(c(N3CCOCC3)nc3sc(C#N)c(N)c23)CS1
    -10	2	-14	-9	-6	1.2	-0.3	-23	1.1
> CSCCOC(=O)COc1ccc(/C=N/NC(=O)c2c(Cl)cnn2C)cc1
    -2	-1	-2	-1	-2	1.1	1.3	-15	1
> COCCN(C(=O)CC1C(=O)NCCN1CC(c1ccccc1)c1ccccc1)C(C)C (stereo not given)
    -7	-5	1	-1	7	0.9	-1.0	10	0.93
